# ERK EGF inh – blocks ERK signaling stimulated by EGF. HEK293-V1b, EGF-stimulated phospho-ERK AlphaScreen. Potency, µM (top dose mostly 11.5 µM), without a hit: at the highest dose activity change, negative = inhibition, actives largely listed as inhibitors. 0.41% of 130,000 active. AID 1454; active = well fitted inhibition curve with a large enough effect; inconclusive = small, poorly fitted or top-dose-only effect, or effect the other way;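 note: plate controls were stimulated vehicle wells for no effect and unstimulated vehicle basal for full effect; nearly all actives have a fitted effect of over 55% in size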
#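 After overnight plating in 1% FBS, HEK293-V1b cells received test compound for half an hour, then a 5 min pulse of EGF (25 nM); ERK phosphorylation in lysates was read by bead-based AlphaScreen.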
# * marks the source's active call; other numbers are inactive results; ? = inconclusive; [ ] = dose if it differs, or a comment. Potency is the fitted concentration of half-maximal effect. The list is partial; count on the stated rates, not on these rows.
ERK EGF inh	compound
2%	COc1ccc(NC(=O)C2CCCN(S(=O)(=O)c3cccc4nonc34)C2)c(OC)c1 (stereo not given)
0%	COCCCNC(=S)NCCNc1nc2cc(C)c(C)cc2cc1C#N
-10%[57.5 µM]	Cc1ccc(NC(=O)C[n+]2cc(-c3ccc(C)cc3)n3c2CCC3)cc1
11%	CCCCCCSc1nnc2[nH]c(=O)cc(N)n12
2%	CCN(CC)C(=O)c1ccccc1NC(=O)c1ccccc1C
10%	O=C(CC(Nc1ccc(Cl)cc1)C(=O)O)c1ccccc1 (stereo not given)
4%	COc1ccc(OCc2nc(C#N)c(N3CCN(c4ccc(OC)cc4)CC3)o2)cc1
-1%[57.5 µM]	O=C(Nc1ccc(S(=O)(=O)N2CCOCC2)cc1)c1ccc2c(c1)OCO2
5%[57.5 µM]	O=c1cc[nH]c2ccc(OC(F)(F)F)cc12
9%	CCn1c(-c2cc(OC)ccc2OC)csc1=Nc1c(C)n(C)n(-c2ccccc2)c1=O
?	O=C(COc1cccc2ccccc12)N/N=C/c1ccccc1OCc1ccc(C(=O)O)cc1
-1%	O=S(=O)(c1ccccc1)N1CC=C(c2ccccc2)CC1
6%[57.5 µM]	CCn1c(SCC(=O)Nc2ccc(C(C)=O)cc2)nc2nc3c(cc2c1=O)COC(C)(C)C3
1%	CC(=O)OCC(=O)C1CCC2C3CCC4=CC(=O)CC[C@@]4(C)C3CC[C@]12C (stereo not given in full)
-7%	CCOC(=O)c1sc(NC(=O)CSc2nc3c(c(=O)n2-c2ccccc2)SCC3)c(C(=O)OCC)c1C
-14%[57.5 µM]	CCOC(=O)C=C(C(=O)OCC)C(=O)OCC
-5%	CC(=O)Nc1ccc(Nc2c3c4c(cccc4n(C)c2=O)C(=O)c2ccccc2-3)cc1
5%	CC(=O)Nc1ccc(S(=O)(=O)Nc2ccc(F)c([N+](=O)[O-])c2)cc1
-7%	Cc1cccc(C2c3[nH]c4ccccc4c3CCN2C(=O)CN2CCOC2=O)n1 (stereo not given)
0%	O=C(Cc1ccc(Cl)cc1)c1c[nH]c(C(=O)NCCCn2ccnc2)c1
13%	Cc1cccc(NC(=S)NCCc2c[nH]c3ccccc23)c1
10%	C=CCN(C)CCCNC(=O)/C=N/O
-4%	O=C(/C=C/c1cnc2ccccc2n1)NC1CCCCCC1
2%	CCOc1ccc(C(=O)CSCCC(=O)O)cc1
5%	C/C(=N\OCC(=O)Nn1c(=O)[nH]c2ccccc2c1=O)c1ccccc1
-3%[57.5 µM]	FC(F)(F)c1cccc(OCC2CNC(=S)O2)c1 (stereo not given)
-14%	CCOC(=O)Cc1csc(/N=C/c2c(O)n(-c3ccccc3C(F)(F)F)c(=O)c3ccccc23)n1
10%	O=C(Nc1nc(-c2ccc(F)c(F)c2)cs1)c1cc([N+](=O)[O-])ccc1N1CCOCC1
13µM*	COc1c(-c2coc3cc4c(cc3c2=O)CC(O)C(C)(C)O4)ccc2c1C=CC(C)(C)O2 (stereo not given)
0%[57.5 µM]	NCCNC(=O)Cc1cccc(NC(=O)Cc2ccc(Nc3ncnc4c3ncn4[C@@H]3O[C@H](CO)[C@@H](O)[C@H]3O)cc2)c1
-8%	C/C(=C\c1ccccc1)C(=O)Nc1nc2ccc([N+](=O)[O-])cc2s1
-7%	COc1ccc(/C=N/OCC(=O)NC(c2ccccc2)c2ccccc2)cc1OC
4%	Fc1ccc(/C=N/Nc2nnnn2-c2ccccc2)cc1
-7%[57.5 µM]	O=C1COc2ccc(C(=O)COC(=O)c3ccco3)cc2N1
-8%[57.5 µM]	COc1cc(NC(=O)Cn2ccsc2=N)cc(OC)c1
-10%	O=C(c1nc2ccccn2c1CN1CCCC(OCc2ccccc2)C1)N1CCCC1 (stereo not given)
33%[57.5 µM]	O=C(N/N=C(\CC(=O)c1cccs1)C(F)(F)F)c1cccnc1
2%	Cc1onc(-c2ccccc2)c1C(=O)Nc1ccc(S(=O)(=O)N2CCCC2)cc1
-5%	CCOC(=O)N1CCC(=NNC(=O)c2ccccc2F)CC1
6%	Cc1ccc(NC(=O)c2ccccc2OCC(=O)c2ccc(F)cc2)cc1

# The final 2 entries of the section above open the next one:
ERK EGF inh	compound
-5%	CCOC(=O)N1CCC(=NNC(=O)c2ccccc2F)CC1
6%	Cc1ccc(NC(=O)c2ccccc2OCC(=O)c2ccc(F)cc2)cc1
12%	Nc1nc(CSc2ccc(Cl)cc2)nc(N2CCCCC2)n1
-4%[57.5 µM]	O=C(O)/C=C/C(=O)N1Cc2cc3ccccc3nc2C1
1%[57.5 µM]	COc1ccccc1-c1n[nH]c(=S)n1N
-8%[57.5 µM]	COc1ccc(OC)c(C(=O)NC(CC(N)=O)c2ccc(NCCN3CCOCC3)c([N+](=O)[O-])c2)c1 (stereo not given)
5%	CCc1ccc(Oc2nnnn2-c2ccc(C(N)=O)cc2)cc1
5%	NC(=O)c1ccsc1NC(=O)c1ccc(N2CCCC2=O)cc1
-8%[57.5 µM]	O=C1CN(C(=O)c2ccc(Cl)c(S(=O)(=O)N3CCc4ccccc43)c2)c2ccccc2N1
-8%	CCOC(=O)CN1C(=O)S/C(=C/c2cccc([N+](=O)[O-])c2O)C1=O
2%	Cc1ccc(N/C=C/C(=O)c2cccs2)cc1C
3%	CCOC(=O)c1sc(=NC(=O)c2ccc(C)c(C)c2)n(C)c1C
5%	Cn1c(=O)c2c(nc(NN=C3CCCCC3)n2C)n(C)c1=O
-19%	CCC(CC)NC(=O)CON=C1c2ccccc2-c2ccccc21
5%	CCC(C)c1ccc(NC(=O)C2CCN(c3ncccn3)CC2)cc1 (stereo not given)
10%[57.5 µM]	COc1ccc(CNC(=O)C(C)N2C(=O)COc3ccc(C)cc32)c(OC)c1 (stereo not given)
-6%	Cn1cnnc1SCCC(=O)Nc1ccc(Cl)cc1
1%[57.5 µM]	O=C(Cn1nc(-c2ccc(Cl)cc2)c2ccccc2c1=O)NN1CCOCC1
28%	CC/C(=N\NC(=O)c1c(-c2ccccc2)noc1C)c1ccc(C)o1
-2%[57.5 µM]	O=C(NC1(O)C(=O)c2ccccc2C1=O)c1ccc(C(F)(F)F)cc1
11%	CCN(c1ccccc1)S(=O)(=O)c1ccc(Cl)c(C(=O)OCC(=O)c2[nH]c(C)c(C(C)=O)c2C)c1
2%	COCCNC(=S)N1CCc2cc(OC)c(OC)cc2C1COc1ccc(F)cc1 (stereo not given)
-14%[57.5 µM]	CC12COC3(C(=O)Nc4ccc(F)cc4)CC1CCC32C (stereo not given)
?	COc1cc2c(cc1OC)CN(c1ccc([N+](=O)[O-])cc1Cl)CC2
24%	O=C(CCC1CCCC1)N1CCN(C(=O)C2CC2)CC1
0%	O=C(c1ccccc1)N1CCN(Cc2cccc(Oc3ccccc3)c2)CC1
-3%[57.5 µM]	C/C(Cc1ccccc1)=N\NC(=O)CNC(=O)c1ccc(Cl)cc1Cl
-5%	COC(=O)C1=C(C)N(C)C(=S)NC1c1c(OC)ccc2ccccc12 (stereo not given)
-4%	COc1ccc(/C=N/Nc2ccc(C(F)(F)F)cc2[N+](=O)[O-])cc1O
-5%	O=C(CSc1nnc(NC(=O)c2ccco2)s1)Nc1ccc(F)cc1
?	Cc1nc(NC2CCCCC2)c2nc(-c3ccccc3)n(CCN3CCCCC3)c2n1
-5%	O=C(NCCO)/C(=C\c1ccc([N+](=O)[O-])o1)NC(=O)c1ccccc1
-8%[57.5 µM]	NNc1nnnc2c1sc1nc(N3CCOCC3)c3c(c12)CCCC3
5%	CCOC(=O)CSc1nc2ccc(Nc3nc(N4CCOCC4)nc(N4CCOCC4)n3)cc2s1
6%	CC12CCC(C(=O)N(CCCN3CCN(Cc4ccccc4)CC3)C1=O)C2(C)C (stereo not given)
-2%[57.5 µM]	CC1=C(C)CC(C(=O)NCc2ccccn2)C(C(=O)O)C1 (stereo not given)
-14%	CCOC(=O)c1ccc(Nc2ccc([N+](=O)[O-])cn2)cc1
0%	CS(=O)(=O)N1CCc2cc(C(=O)N3CCCC3)ccc21
9%[57.5 µM]	CCOC(=O)c1c(O)c2cc(Cl)ccc2n(CC)c1=O
-24%[57.5 µM]	CCOC(=O)c1cccc(C(=O)OCC)n1
-8%	O=C(Cc1ccccc1)NCC(=O)Nc1cccc(Br)c1
8%	CC(=O)Nc1ccc(Nc2c3ccccc3nc3ccccc23)cc1
-8%	CCN(CC)CC(=O)Nc1cccc2c1C(=O)c1ccccc1C2=O
5%	CN1CC(=O)N(CC(=O)Nc2cccc(S(=O)(=O)N3CCOCC3)c2)C1=O
5%	O=C(O)C1CCCN1S(=O)(=O)c1ccc2ccccc2c1 (stereo not given)
-9%	Cc1cccc(NC(=S)NCc2ccco2)n1
8%	C/C(CC1CC(COCC(C)C)OC1=O)=N\NC(N)=S (stereo not given)
-2%	COc1ccc(NC(=O)CSc2cc(C(=O)c3nccn3C)c3ccccc3n2)cc1
-2%	COc1cc(-c2[nH]ncc2CN2CCN(Cc3cccs3)CC2)cc(OC)c1OC
-23%	Cc1ccc(S(=O)(=O)N2CCC(=O)N(CCOC(=O)NCc3ccccc3)CC2)cc1
?	CCN(CC)S(=O)(=O)c1cccc(NC(=O)/C=C/c2cccc([N+](=O)[O-])c2)c1
0%	CC(C)(C)C(=O)N1N=C(c2cccc(NS(C)(=O)=O)c2)CC1c1cccs1 (stereo not given)
4%	COc1ccc(F)c(CN2CCC(N3CCC(C(=O)N4CCOCC4)CC3)CC2)c1
-2%	CCn1c(SCC(=O)N/N=C/C=C/c2ccco2)nc2ccccc21
-24%	COc1ccc(N2CCN(CC(=O)NCc3ccccc3)CC2)cc1
-1%	Cc1[nH]c2ccccc2c1/C=N/NC(=O)c1cccc([N+](=O)[O-])c1
-7%	Cc1cc(C)c(S(=O)(=O)NCC(CCC(=O)O)C(F)(F)F)c(C)c1 (stereo not given)
-6%	Cc1nc2sc3c(c2c(=O)n1/N=C/c1cccnc1)CCCC3
2%	CC1(C)CC(=O)C2=C(C1)OC(N)=C(C#N)C2c1ccc[nH]1 (stereo not given)
-1%	O=C(CCS(=O)(=O)c1ccc(Cl)cc1)NCCN1C(=O)S/C(=C\c2ccccc2F)C1=O
0%	CS(=O)(=O)N1CCC(C(=O)NCc2ccccc2)CC1
?	CN(C)c1ccc(NC(=O)c2cccc(N3C(=O)C4C5C=CC(C5)C4C3=O)c2)cc1 (stereo not given)

# Entries listed so far containing an NH in an aromatic ring:
ERK EGF inh	compound
11%	CCCCCCSc1nnc2[nH]c(=O)cc(N)n12
5%[57.5 µM]	O=c1cc[nH]c2ccc(OC(F)(F)F)cc12
-7%	Cc1cccc(C2c3[nH]c4ccccc4c3CCN2C(=O)CN2CCOC2=O)n1 (stereo not given)
0%	O=C(Cc1ccc(Cl)cc1)c1c[nH]c(C(=O)NCCCn2ccnc2)c1
13%	Cc1cccc(NC(=S)NCCc2c[nH]c3ccccc23)c1
5%	C/C(=N\OCC(=O)Nn1c(=O)[nH]c2ccccc2c1=O)c1ccccc1
1%[57.5 µM]	COc1ccccc1-c1n[nH]c(=S)n1N
11%	CCN(c1ccccc1)S(=O)(=O)c1ccc(Cl)c(C(=O)OCC(=O)c2[nH]c(C)c(C(C)=O)c2C)c1
-2%	COc1cc(-c2[nH]ncc2CN2CCN(Cc3cccs3)CC2)cc(OC)c1OC
-1%	Cc1[nH]c2ccccc2c1/C=N/NC(=O)c1cccc([N+](=O)[O-])c1
2%	CC1(C)CC(=O)C2=C(C1)OC(N)=C(C#N)C2c1ccc[nH]1 (stereo not given)

# Remaining list, next part.
ERK EGF inh	compound
7%[57.5 µM]	Cc1ccccc1NC(=S)NCC1CCC(CNC(=S)Nc2ccccc2C)CC1 (stereo not given)
6%[57.5 µM]	C=CCSC(CC)(CC)C(N)=O
0%[57.5 µM]	O=C(c1ccccc1F)N1CCN(S(=O)(=O)c2ccc(S(=O)(=O)N3CCCCCC3)cc2)CC1
2%[57.5 µM]	CC(=O)N1N=C(c2ccco2)CC1c1cc2ccc(C)cc2nc1Cl (stereo not given)
-5%	Cc1cc(Br)ccc1NC(=O)CN1C(=S)NC(C)(C)CC1C (stereo not given)
-1%	CC1C=CCC2C(=O)N(c3ccc(OC(=O)c4cccs4)cc3)C(=O)C12 (stereo not given)
9%	N#C/C(=N/Nc1ccc(S(=O)(=O)N2CCOCC2)cc1)C(N)=O
6%	COCCn1c(=O)c(C)nc2cnc(N3CCNCC3)nc21
-5%	CS(=O)c1ccccc1-c1nc(-c2ccc(Cl)cc2)no1 (stereo not given)
?	CCN(CC)c1ccc(C2=NNC(=O)CC2C)cc1[N+](=O)[O-] (stereo not given)
-3%	O=C(c1cccc(Cl)c1)N1CCC(=O)N(C(COCc2ccccc2)Cc2ccccc2)CC1 (stereo not given)
8%	CCOc1ccccc1NC(=O)C1=C(C)NC(=S)NC1c1cccs1 (stereo not given)
-9%	Cc1c(Cl)c(C(=O)N2CCCC2)nn1C
13%	Cc1ccc(NC(=S)NCCN(C2CCCCC2)C2CCCC2)cc1
?	O=C(COc1ccc(NC(=O)c2ccccc2[N+](=O)[O-])cc1)c1ccc(F)cc1
1%	O=C(/C=C/c1ccco1)Nc1ccc(S(=O)(=O)N2CCOCC2)cc1
0%	Cc1cc(=O)oc2ccc(OC(=O)CC(C)C)cc12
-19%	CCN(CC)S(=O)(=O)c1ccc(N2CCOCC2)c(NC(=O)Cc2cccc3ccccc23)c1
4%	COc1ccccc1NC(=S)Nc1cccc(F)c1
-2%	CCN1CCN(C(=O)NC2CC(=O)N(c3ccc(OC)cc3)C2)CC1 (stereo not given)
3%[57.5 µM]	CCOC(=O)C1=C(C)NC(C)=C(C(=O)OCC)C1C(=O)OCC(=O)N(C)C
0%	COc1ccc(C(=O)N2CCc3ccccc32)cc1
-2%	O=C(O)c1ccccc1NN=C1CCCCC1
